# eLon inh: inhibits E. coli Lon protease; purified E. coli Lon protease, fluorescence polarization; P0A9M0; inhibition, % at 7.94 µM; AID 602123; 360,000 compounds, 0.42% hits; in the data active = inhibition above about 13%, passing the limit was not always enough;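 also: 0% = enzyme with probe and DMSO and 100% = no enzyme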
# bovine MsrA act: activators of bovine methionine sulfoxide reductase A. purified bovine MsrA, absorbance read-out. activation, % at 10.6 µM. 360,000 compounds, 0.3% hits. AID 602163; in the data active = activation above about 7.5%;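 also: 0% = vehicle and 100% = reference activator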
# MT1-MMP act inh: inhibitors of human MT1-MMP activation; AID 651647; P50281; HT1080 RFP-PRO-GFP cells, GFP/RFP ratio fluorescence, overnight; percent of plate control window, DMSO zero; 360,000 compounds, 0.061% hits; GFP/RFP ratio change, % at 20 µM;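 active = GFP/RFP ratio change of at least 30% with cell ATP level not reduced by more than half and red fluorescence within 50% of control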; also: strong numbers were not always called active
#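 system = RFP-PRO-GFP reporter HT1080 cells | dosing = 20 µM single dose, 1% DMSO | timing = overnight cell settling, then overnight compound exposure, 37 °C, 5% CO2 | read-out basis = GFP/RFP fluorescence ratio | controls = DMSO and RFP-L50D-GFP cell wells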
# MsrA inh: bovine MsrA inhibition. AID 651718. purified bovine MsrA, absorbance read-out. 360,000 compounds, 0.75% hits. inhibition, % at 15.5 µM; in the data active = inhibition above about 4.5%;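 also: 0% = vehicle wells with enzyme and 100% = reference inhibitor wells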
# FAS-TE inh: inhibitors of human fatty acid synthase thioesterase domain. recombinant FAS-TE, OMFH fluorogenic substrate, fluorescence endpoint. inhibition, % at 15 µM. 360,000 compounds, 0.67% hits. AID 602261;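 active = compounds whose normalised, plate-corrected inhibition of enzyme fluorescence in the single-dose primary screen is 50% or more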;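 also: 0% = DMSO with enzyme and 100% = substrate without enzyme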
# SKN-1 block: C. elegans SKN-1 inhibition; C. elegans VP596 Pgst-4::GFP/RFP ratio, acrylamide-induced, 24 h; inhibition, % at 21.8 µM; 360,000 compounds, 0.49% hits; AID 624304;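 active = interference check ratio from 0.5 to 1.5 plus GFP to RFP signal ratio inhibition reaching or exceeding a fixed threshold, cut at about 30% in these data, passing the limit was not always enough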; also: some compounds called inactive have numbers as strong as hits
# Neddyl block: inhibitors of human cullin neddylation; P61081+Q13564; calls only at 25 µM; 360,000 compounds, 0.58% hits; TR-FRET cullin neddylation, biochemical; AID 651699; in the data active = inhibition above about 36%
# Rin1 Abl inh: blocks binding of human Rin1 to Abl | P00519+Q13671 | inhibition, % at 7.35 µM | 360,000 compounds, 0.4% hits | TR-FRET Rin1/Abl binding, biochemical; in the data active = inhibition above about 5%, passing the limit was not always enough
# CendR NRP1 mod: alters CendR peptide binding to human NRP-1. O14786. 360,000 compounds, 0.85% hits. inhibition, % at 25 µM. FAM-RPARPAR peptide binding to NRP-1, fluorescence polarization. AID 602438;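 active = inhibition or corrected inhibition above about 18%, plus a signal ratio from 0.5 to 1.5, limit read from the data, passing the limit was not always enough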; also: strong numbers were not always called active
# Target sequence (O14786 whole entry, looked up): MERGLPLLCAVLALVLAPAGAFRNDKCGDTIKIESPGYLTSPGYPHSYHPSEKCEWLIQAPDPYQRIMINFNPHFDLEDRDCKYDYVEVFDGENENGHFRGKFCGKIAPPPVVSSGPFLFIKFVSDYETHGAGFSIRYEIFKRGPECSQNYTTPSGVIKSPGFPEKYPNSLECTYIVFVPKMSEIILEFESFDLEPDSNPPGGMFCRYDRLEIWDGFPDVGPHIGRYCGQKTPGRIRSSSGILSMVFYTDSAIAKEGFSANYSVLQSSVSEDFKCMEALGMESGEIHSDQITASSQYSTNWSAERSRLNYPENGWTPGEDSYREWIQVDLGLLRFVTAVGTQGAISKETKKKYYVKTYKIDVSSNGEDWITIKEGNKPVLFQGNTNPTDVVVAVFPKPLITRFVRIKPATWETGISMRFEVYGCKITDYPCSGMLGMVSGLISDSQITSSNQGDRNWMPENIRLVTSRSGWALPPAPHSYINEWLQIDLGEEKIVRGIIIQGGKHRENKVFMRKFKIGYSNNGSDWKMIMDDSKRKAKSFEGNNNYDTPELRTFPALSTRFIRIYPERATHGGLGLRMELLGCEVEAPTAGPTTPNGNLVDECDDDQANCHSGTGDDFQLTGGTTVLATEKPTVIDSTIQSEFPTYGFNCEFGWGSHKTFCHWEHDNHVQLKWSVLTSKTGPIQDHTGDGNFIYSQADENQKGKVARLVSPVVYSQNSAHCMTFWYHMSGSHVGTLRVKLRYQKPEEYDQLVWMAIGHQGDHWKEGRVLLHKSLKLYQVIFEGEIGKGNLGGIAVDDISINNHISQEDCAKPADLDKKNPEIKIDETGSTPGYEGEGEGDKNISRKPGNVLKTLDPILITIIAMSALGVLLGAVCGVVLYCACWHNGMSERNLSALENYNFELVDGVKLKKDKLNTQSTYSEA
# An asterisk follows results filed as active; i = inactive; nt = no result given; + = active, no number.
SMILES,eLon inh,bovine MsrA act,MT1-MMP act inh,MsrA inh,FAS-TE inh,SKN-1 block,Neddyl block,Rin1 Abl inh,CendR NRP1 mod
CCCCNC(=O)c1ccccc1NC(=O)c1ccccc1N(C)S(C)(=O)=O,-4.8,-3.5,1.4,-1.1,-5.2,-6.0,i,4.6,1.4
Cn1c(=O)oc2cc(S(=O)(=O)Nc3ccc(F)cc3)ccc21,1.3,-1.6,-1.2,-1.1,0.5,13.1,i,-2.8,2.1
O=C(Nc1ccccn1)C1CCN(C(=O)Nc2ccccc2)CC1,-9.5,-1.8,-1.6,0.1,-4.7,8.8,i,3.9,-10.4
Cc1[nH]c(C)c(S(=O)(=O)N(Cc2ccccc2)C(C)(C)C)c1C(=O)N1CCCC1,-3.1,-0.1,-1.4,0.2,-1.4,1.2,i,-2.0,10.5
Cc1ccc(C2CCN(C(=S)Nc3cccc(C)c3)C2)cc1 (configuration not stated),-10.6,-0.2,2.9,0.1,14.6,3.6,i,-1.1,9.1
Cc1ccc(Nc2nc(C)cc(C)c2C(N)=O)c(C)c1,4.5,-3.5,-0.5,0.3,-1.2,1.2,i,-4.3,15.4
CCOc1ccc(C(=O)Nc2cccc3ncccc23)cc1Cl,-1.7,-0.5,2.4,0.8,-2.8,13.1,i,-0.5,0.9
CCOC(=O)c1ccccc1NC(=O)COC(=O)C(Cc1c[nH]c2ccccc12)NC(C)=O (configuration not stated),-0.7,1.3,0.4,0.8,1.8,17.5,i,3.9,-1.6
C/C(=N\NC(=O)Cc1ccc(F)cc1)c1ccc(F)cc1,-3.5,4.0,-0.6,nt,-5.1,14.3,i,1.0,-0.5
CCOc1ccccc1NC(=O)CSc1ccc(-c2sc(C)nc2C)nn1,-19.1,-2.0,-4.5,-0.1,1.8,2.0,i,0.1,-6.4
CCCCCCCn1c(=N)n(CC(=O)c2ccco2)c2ccccc21,1.6,-2.6,-18.3,-0.6,3.9,11.7,i,-0.8,-2.9
CCN(CC(=O)Nc1c(F)cccc1F)C(=O)c1ccc(N2CCCCC2)c([N+](=O)[O-])c1,-5.1,-1.9,5.3,-1.4,-0.5,3.1,i,-5.1,-1.8
N=c1c(C(=O)NCCN2CCOCC2)cc2c(=O)n3ccccc3nc2n1Cc1ccc(F)cc1,-6.7,-2.5,2.4,1.1,4.1,-7.4,+,-2.7,6.2
Cc1cccc(OCCNC(=O)c2ccc(Cl)c(S(=O)(=O)NCc3cccnc3)c2)c1,0.3,-1.9,8.2,1.0,-3.8,-9.8,i,-2.2,3.4
COc1cc(C2=NOC(C(=O)N3CCCc4ccccc43)C2)cc(OC)c1OC (configuration not stated),-6.7,-9.2,18.4,-1.3,-1.3,-16.2,i,1.4,5.7
COc1ccc(C(C)C)cc1S(=O)(=O)Nc1ccc(Cl)cn1,-7.1,0.6,1.5,-1.3,4.9,14.6,i,-5.2,4.2
Cc1cccc(N2CCN(C(c3ccccc3)c3nnnn3C(C)(C)C)CC2)c1C (configuration not stated),-2.2,-3.8,-24.3,0.3,27.0,17.7,i,-2.6,7.2
Cc1cc(C)c2c(CC(=O)NCCc3ccccc3)coc2c1,-3.0,-0.1,3.3,0.7,11.9,7.6,i,-1.2,1.3
Cc1cc(C(=O)N2CCN(Cc3ccc4c(c3)OCO4)CC2)cs1,-7.2,-4.1,3.0,0.5,-1.8,1.6,i,-2.9,-12.9
CC(=O)NS(=O)(=O)c1ccc(NC(=S)NC(=O)C(C)C)cc1,5.8,-2.4,0.0,-0.9,-5.0,7.7,i,-4.4,8.1
Cc1cc(OCCCC(=O)N2CCCCC2)cc(C)c1Cl,1.1,-5.5,2.7,-0.5,2.6,-5.0,i,0.5,-2.3
c1ccc2c(c1)ncn2Cc1nnc2sc(-c3ccncc3)nn12,-1.6,1.1,1.5,0.2,0.5,-11.5,i,-1.1,3.2
CCCSc1n[nH]c(NC(C)=O)n1,-7.6,-2.2,-0.3,0.3,-10.3,4.4,i,2.2,-9.2
COc1ccc(C2C(CC(=O)O)=C(O)C(=O)N2c2ccccc2)cc1 (configuration not stated),-7.0,0.2,-2.2,-0.5,-3.4,-9.0,i,3.9,1.7
O=c1c(-c2ccc(Cl)cc2)[n+]([O-])c2ccccc2n1O,1.7,-1.1,-6.3,0.2,-13.2,-2.6,i,-0.1,-2.4
# Carrying on:
SMILES,eLon inh,bovine MsrA act,MT1-MMP act inh,MsrA inh,FAS-TE inh,SKN-1 block,Neddyl block,Rin1 Abl inh,CendR NRP1 mod
CC(C)n1nnnc1SCC(=O)c1c(N)n(C2CC2)c(=O)[nH]c1=O,-10.7,-4.7,0.7,0.0,-5.2,12.6,i,3.5,2.5
CCCn1c(NCc2ccc(N(C)C)cc2)nc2ccccc21,-6.8,-6.6,-1.5,0.2,-4.9,2.7,i,4.8,-8.1
C=CCN1C2CCCC1CC(NC(=O)Nc1cc(C)cc(C)c1)C2 (configuration not stated),9.2,-2.4,-1.1,0.6,-6.4,4.2,i,0.6,15.1
O=C(CCC(=O)N1CCN(S(=O)(=O)c2ccc(Cl)cc2)CC1)NC1CCCc2ccccc21 (configuration not stated),-9.8,-6.0,-2.7,1.5,0.2,12.9,i,-0.5,-3.2
O=C(O)C/C(=C\c1ccc2c(c1)OCO2)c1nc2ccccc2s1,-1.5,-6.5,-2.2,3.6,-0.7,3.0,+,-0.5,0.6
Oc1ccccc1-c1cc(-c2ccc3c(c2)OCCO3)n[nH]1,-1.7,-2.4,4.0,2.8,18.4,26.2,i,-0.7,3.1
CCOC(=O)c1c(C)n(C)c2ccc(OC)c(NS(=O)(=O)c3ccc(Cl)s3)c12,0.5,-0.9,1.7,-0.2,21.2,15.2,i,-0.1,4.6
Cc1ccc(SCC(=O)OCC(=O)NCCNC(=O)COC(=O)CSc2ccc(C)c(C)c2)cc1C,4.4,-1.8,-2.4,2.6,-1.8,-1.0,i,2.7,-7.0
Cc1ccc(S(=O)(=O)Oc2ccccc2/C=N/NC(=O)c2c(Cl)cnn2C)cc1,2.3,-1.9,7.2,-0.6,11.6,-11.9,i,1.3,-19.3
O=C(COc1ccccc1Cl)OCC(=O)N1CCN(S(=O)(=O)c2ccccc2)CC1,-1.3,-0.4,-0.4,-0.2,2.8,0.2,i,-2.0,-13.3
CC(C(=O)NCc1ccccc1)n1cc([N+](=O)[O-])cn1 (configuration not stated),1.0,-1.6,-1.0,-0.6,-0.7,24.3,i,0.5,-8.6
C(=C\c1ccccc1)/CN1CCN(C(c2ccccc2)c2nnnn2C2CCCC2)CC1 (configuration not stated),1.5,-1.1,2.5,0.4,0.9,-4.8,i,-1.5,18.9
Cc1[nH]c2ccccc2c1C(O)CN1CCN(c2cccc(C(F)(F)F)c2)CC1 (configuration not stated),0.0,-1.6,-6.4,-0.4,5.2,20.5,i,-3.6,13.6
O=C(COC(=O)C1CCC1)NCCc1ccc(Cl)cc1Cl,9.0,1.7,3.9,0.3,-4.9,-14.3,i,-0.9,-5.6
NC(=O)COC(=O)c1cccc(S(=O)(=O)N2CCCc3ccccc32)c1,0.5,-1.5,1.1,0.6,-4.9,6.7,i,0.1,3.8
CCn1cc(C(=O)N2CCN(c3ccc(OC)cc3)CC2)c(=O)c2cc(S(=O)(=O)N3CCCCC3)ccc21,-7.5,-0.5,1.1,1.7,8.7,-5.5,i,1.8,13.8
CCOc1cccc(CN(CC)CC2CCCN(CCc3cccc(OC)c3)C2)c1O (configuration not stated),0.7,-0.4,0.1,-1.6,-1.3,7.0,i,-1.6,8.8
Cc1cc(OCC(=O)NC2CCN(C)CC2)ccc1[N+](=O)[O-],3.3,5.4,-2.5,2.1,5.1,1.0,i,2.6,-6.4
O=C(Nc1ccc(N2CCCC2)c(Cl)c1)c1cccc(-c2cc3ccccc3oc2=O)c1,7.7,-5.6,4.0,2.2,11.8,10.8,i,-3.1,-8.7
CCN1C(=O)[C@H]2[C@@H](c3ccc(-c4ccc(C(C)=O)cc4)cc3)N[C@@](C)(C(=O)OC)[C@H]2C1=O,-2.1,-0.7,-8.4,nt,-9.2,5.9,i,1.6,9.5
O=c1nc2ccccc2c2n1CC(CN1CCN(Cc3ccccc3)CC1)N2 (configuration not stated),-0.8,-0.7,10.5,0.2,-7.0,0.6,i,-0.9,1.0
O=C(Cn1cc([N+](=O)[O-])cn1)NCc1ccccc1,2.1,-2.2,0.3,-0.1,5.8,3.4,i,-3.7,5.2
O=C(Nc1nc2cc3c(cc2s1)OCO3)c1ccco1,-5.6,-7.6,-1.4,3.3,-2.0,6.7,nt,-0.8,3.0
Nc1c(C(=O)Nc2ccccc2)sc2nc3c(c(-c4ccco4)c12)CCC3,-12.0,-15.9,-3.9,3.0,9.5,2.3,i,-0.4,-40.4
O=C(O)c1cc(Cl)c(Cl)cc1C(=O)Nc1cccc2cccnc12,0.4,-1.2,-5.0,0.4,-4.1,2.8,i,-2.3,7.1
# Going on with the list:
SMILES,eLon inh,bovine MsrA act,MT1-MMP act inh,MsrA inh,FAS-TE inh,SKN-1 block,Neddyl block,Rin1 Abl inh,CendR NRP1 mod
COc1ccccc1NC(=O)c1cc2c(CO)cnc(C)c2oc1=Nc1cccc(C(N)=O)c1,0.1,-3.5,-4.9,0.1,-7.8,1.8,i,0.2,0.8
COc1ccccc1N1CCN(C2CCCN(C(=O)c3cc(C)oc3C)C2)CC1 (configuration not stated),5.5,-10.9,-1.7,0.0,-5.8,-13.1,i,-0.7,2.2
CC(C)Cn1c(N)c(C(=O)COC(=O)c2cccc(Cl)c2)c(=O)n(C)c1=O,3.5,-2.8,0.4,1.1,21.3,-22.6,i,1.5,-6.1
CCn1c(SCC(=O)Nc2ccc(Cl)cc2)nnc1C1CC1,-3.3,-1.7,2.3,-1.4,0.6,-9.0,i,-1.7,-0.2
CCCc1ccc(-c2ccc(C(=O)O)cc2)nc1,-9.2,-5.4,0.8,1.2,-5.1,1.9,i,1.1,-1.4
CCN(CC)S(=O)(=O)c1ccc2c(c1)nc(CCC(=O)OCC(=O)Nc1cc(OC)cc(OC)c1)n2C,9.3,-4.9,3.6,-1.0,-3.1,-0.1,i,-1.0,-4.3

# Sorted by length of the SMILES (low to high): 3 of the compounds above
SMILES,eLon inh,bovine MsrA act,MT1-MMP act inh,MsrA inh,FAS-TE inh,SKN-1 block,Neddyl block,Rin1 Abl inh,CendR NRP1 mod
CCCc1ccc(-c2ccc(C(=O)O)cc2)nc1,-9.2,-5.4,0.8,1.2,-5.1,1.9,i,1.1,-1.4
CCn1c(SCC(=O)Nc2ccc(Cl)cc2)nnc1C1CC1,-3.3,-1.7,2.3,-1.4,0.6,-9.0,i,-1.7,-0.2
CC(C)Cn1c(N)c(C(=O)COC(=O)c2cccc(Cl)c2)c(=O)n(C)c1=O,3.5,-2.8,0.4,1.1,21.3,-22.6,i,1.5,-6.1

# Record cards, from the list above. Order of values: eLon inh, bovine MsrA act, MT1-MMP act inh, MsrA inh, FAS-TE inh, SKN-1 block, Neddyl block, Rin1 Abl inh, CendR NRP1 mod
# Record of `CCn1c(SCC(=O)Nc2ccc(Cl)cc2)nnc1C1CC1` → -3.3, -1.7, 2.3, -1.4, 0.6, -9.0, i, -1.7, -0.2
# Record of `COc1ccccc1NC(=O)c1cc2c(CO)cnc(C)c2oc1=Nc1cccc(C(N)=O)c1` → 0.1, -3.5, -4.9, 0.1, -7.8, 1.8, i, 0.2, 0.8
# Record of `CC(C)Cn1c(N)c(C(=O)COC(=O)c2cccc(Cl)c2)c(=O)n(C)c1=O` → 3.5, -2.8, 0.4, 1.1, 21.3, -22.6, i, 1.5, -6.1
# Record of `COc1ccccc1N1CCN(C2CCCN(C(=O)c3cc(C)oc3C)C2)CC1` (configuration not stated) → 5.5, -10.9, -1.7, 0.0, -5.8, -13.1, i, -0.7, 2.2
# Record of `CCCc1ccc(-c2ccc(C(=O)O)cc2)nc1` → -9.2, -5.4, 0.8, 1.2, -5.1, 1.9, i, 1.1, -1.4

# Screening data as filed in PubChem BioAssay.
